Compound activity: PubChem, National Center for Advancing Translational Sciences (NCATS)
Tau fibril ThT: blocks human tau fibril formation measured by thioflavin T | actives 2.1% (n = 270,000) | P10636 | Potency, µM (doses to about 57.4 µM), for the others: at the highest dose activity, negative = inhibition, hits mostly inhibitors | recombinant tau K18 P301L, heparin-induced fibrillization, ThT fluorescence | AID 1460; note: % is set by controls: 0 for no effect and ±100 for the full control effect; nearly all actives have a fitted effect of over 55% in size
Target sequence (P10636 561-689 P618L limits assumed): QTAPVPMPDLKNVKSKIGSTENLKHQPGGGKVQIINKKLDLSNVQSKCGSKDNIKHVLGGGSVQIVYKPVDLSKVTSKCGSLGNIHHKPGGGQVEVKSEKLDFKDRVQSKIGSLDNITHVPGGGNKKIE
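Heparin-induced (20 uM) aggregation of recombinant human K18 P301L tau, 15 uM unlabeled with 0.24 uM labeled, pH 7 acetate buffer, 6 hr at 37 C with compound. Fibrils quantified by 30 uM ThT fluorescence after 1 hr ambient incubation.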
ALDH1A1 inh: blocks purified human ALDH1A1 activity. Potency, µM (highest dose often 75.3 µM), for inactives: at the top dose activity, negative = inhibition, usual class: inhibitors. Purified ALDH1A1, NADH fluorescence, propionaldehyde substrate. AID 1030. actives 7.3% (n = 220,000); active = well fitted inhibition curve with a large enough effect, not every such curve was filed as active; inconclusive = small, poorly fitted or top-dose-only effect, or another doubt; inactive = no such curve, though single readings can be large or run the other way;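 note: plate controls were no enzyme wells and a reference inhibitor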
Target sequence (P00352 whole entry, looked up): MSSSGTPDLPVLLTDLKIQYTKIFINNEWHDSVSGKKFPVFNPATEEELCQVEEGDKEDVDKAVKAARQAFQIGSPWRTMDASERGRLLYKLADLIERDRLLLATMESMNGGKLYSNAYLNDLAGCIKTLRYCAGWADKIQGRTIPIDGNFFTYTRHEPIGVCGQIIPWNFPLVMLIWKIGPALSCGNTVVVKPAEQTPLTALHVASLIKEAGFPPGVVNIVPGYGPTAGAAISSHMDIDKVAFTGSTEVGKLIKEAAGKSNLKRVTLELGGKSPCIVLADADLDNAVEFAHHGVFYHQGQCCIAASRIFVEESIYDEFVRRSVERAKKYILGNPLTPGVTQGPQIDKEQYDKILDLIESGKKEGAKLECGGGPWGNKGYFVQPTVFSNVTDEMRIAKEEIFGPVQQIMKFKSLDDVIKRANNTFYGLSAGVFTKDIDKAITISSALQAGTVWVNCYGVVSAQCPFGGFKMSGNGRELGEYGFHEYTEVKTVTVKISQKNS
HttQ103 aggreg: inhibitors of mutant huntingtin aggregate formation in PC12 cells. PC12 HttQ103-GFP aggregates, Acumen cytometry, 40 h. Potency, µM (top dose mostly 46.1 µM), for the others: top-dose activity change, negative = inhibition, actives largely listed as inhibitors. actives 1.1% (n = 220,000); note: % is set by controls: 0 for no effect and ±100 for the full control effect; nearly all actives have a fitted effect of over 60% in size
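Huntingtin Q103 exon 1–GFP aggregates in induced PC12 cells (100 nM tebufenozide) were quantified by cytometry from lysates, with compounds dosed in titration.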
Tau fibril FP: inhibitors of human tau fibril formation; P10636; K18 P301L tau heparin fibrillization, Alexa594 FP, 6 h; Potency, µM (titrated, usually from 57.7 µM), without a hit: top-dose activity, negative = inhibition, hits mostly inhibitors; actives 0.39% (n = 280,000); note: % is set by controls: 0 for no effect and ±100 for the full control effect; nearly all actives have a fitted effect of over 55% in size
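Human K18 P301L fragment (15 uM unlabeled plus 0.24 uM Alexa 594-labeled) in 100 mM sodium acetate pH 7 with compound, aggregation induced by 20 uM heparin for 6 hr at 37 C. ThT (30 uM) added for 1 hr, then Alexa 594 FP read.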
JMJD2E inh: inhibitors of human JMJD2E histone demethylase; B2RXH2; Potency, µM (doses to about 57.1 µM), inactives show top-dose activity change, negative = inhibition, actives largely listed as inhibitors; actives 1.6% (n = 230,000); JMJD2E catalytic domain, FDH-coupled NADH fluorescence (FDH is formaldehyde dehydrogenase); active = well fitted inhibition curve with a large enough effect, not every such curve was filed as active; inconclusive = small, poorly fitted or top-dose-only effect, or another doubt; inactive = no such curve, though single readings can be large or run the other way;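 note: 0% = wells with enzyme and -100% = buffer wells without enzyme; nearly all actives have a fitted effect of over 50% in size; many of its hits are not listed in these tables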
Target sequence (B2RXH2 1-337 limits assumed): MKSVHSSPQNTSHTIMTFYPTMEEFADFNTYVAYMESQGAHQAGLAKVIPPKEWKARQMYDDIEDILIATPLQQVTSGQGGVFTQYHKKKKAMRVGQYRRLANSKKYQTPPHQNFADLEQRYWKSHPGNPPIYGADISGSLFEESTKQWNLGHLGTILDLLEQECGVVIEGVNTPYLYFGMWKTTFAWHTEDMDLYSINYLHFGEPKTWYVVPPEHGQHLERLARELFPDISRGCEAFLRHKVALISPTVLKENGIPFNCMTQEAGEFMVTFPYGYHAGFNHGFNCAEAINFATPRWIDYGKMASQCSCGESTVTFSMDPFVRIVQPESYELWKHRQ
Tau fluor counter: counter-screen for tau fibril formation inhibitors | tau K18 P301L Alexa594 fluorescence, heparin fibrillization | Potency, µM (doses to about 57.7 µM), inactives show top-dose activity change, negative = decrease | actives 0.93% (n = 280,000); note: % is set by controls: 0 for no effect and ±100 for the full control effect; nearly all actives have a fitted effect of over 55% in size
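Human tau K18 P301L (15 uM unlabeled, 0.24 uM Alexa 594-labeled) in 100 mM sodium acetate pH 7 with 20 uM heparin, 6 hr at 37 C. ThT 30 uM added, 1 hr ambient; Alexa 594 FP and total fluorescence read at 555/632 nm.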
SMN2 splice enh: enhancers of SMN2 splice variant expression; HEK293 SMN2-luciferase splicing reporter, luminescence, 30-36 h; actives 2.8% (n = 210,000); Potency, µM (highest dose often 46.1 µM), for the others: at the highest dose activity change, positive = activation, hits mostly activators; note: % of control where 0% means no effect; nearly all actives have a fitted effect of over 55% in size
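HEK293 cells carry an SMN2 minigene-luciferase reporter in which exon 7 inclusion puts luciferase in frame. Cells were seeded at 2000 cells/well, attached for 10-12 hours, then exposed to compounds for 30-36 hours at 37C before ONE-Glo luminescence.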
HTT cytoprotect: Huntington cell model cytoprotection by ATP luminescence. AID 1471. PC12 HTT-Q103 induced, cytoprotection, ATP luminescence, 40 h. Potency, µM (highest dose often 56.4 µM), for inactives: cytoprotection (ATP increase), most hits filed as activators. actives 0.14% (n = 230,000);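 note: % of control where 0% means no effect; nearly all actives have a fitted effect of over 45% in size; toxic huntingtin expression switched on by the ecdysone agonist tebufenozide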
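Cells were plated at 1500 per well in phenol red-free DMEM with 5% equine and 5% calf serum. Tebufenozide (100 nM final) and compounds were added, then ATPlite reagent, and luminescence was read.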
* = called active by the depositor; ? = inconclusive; . = not tested or not shown; & = joins results of further samples; [ ] = dose if it differs, or a comment. Unless noted, calls come from the whole dose curve; as a rule, active = well fitted curve in the direction sought with a large enough effect; inconclusive = small, poorly fitted or top-dose-only effect, or another doubt; inactive = no such curve, though single readings can be large; an effect the other way counts as inactive or inconclusive. Potency is the fitted concentration of half-maximal effect. An excerpt; count on the stated rates, not on these rows.

Below each compound – HttQ103 aggreg | Tau fibril ThT | HTT cytoprotect | Tau fibril FP | Tau fluor counter | SMN2 splice enh | ALDH1A1 inh | JMJD2E inh
Cn1c(-c2nonc2NC(=O)c2ccc(C(C)(C)C)cc2)nc2ccccc21
 : 8% | -2% | 8% | 1% | 7% | -2% | -3% | 1%
Cc1ccc(C(=O)N/C(N)=N/c2nc3ccccc3o2)cc1
 : -9% | -6% | -8% | -1% | -9% | -27% | -6% | -10%
O=C1NN=C(c2ccc(Cl)cc2)CC1c1cccc(Br)c1 (stereo unspecified)
 : -22% | -10% | 3% | 3% | -10% | 1% | -3% | 1%
CCOC(=O)N1CCN(S(=O)(=O)c2cc3c(cc2C)NC(=O)CO3)CC1
 : 11% | -2% | 15% | -6% | -5% | . | 4% | 3%
COc1ccc(NC(=O)CSCc2ccc(C)cc2)cc1
 : 12% | -7% | . | -1% | -7% | 6% | -8% | 6%
CCOC(=O)Cc1[nH]nc2c1C(c1ccsc1)C(C#N)=C(N)O2 (stereo unspecified)
 : . | -15% | . | 2% | -10% | -1% | -5% | -8%
O=C(N/N=C/C=C/c1ccc([N+](=O)[O-])cc1)c1cccs1
 : 8% | ? | 14% | 5% | -26% | -7% | -12% | 3%
C/C(=N\NC(=O)NC1CCCCC1)c1ccco1
 : -5% | 1% | -12%[10 µM] | -3% | 0% | 7% | -1% | 3%
Cc1ccc2c(c1)nnc1nnc(SCC(=O)O)n12
 : -11%[9.22 µM] | . | 14%[10 µM] | -4% | -14% | . | . | 2%
CC(C)(C)C(=O)NC(=S)Nc1ccc(S(=O)(=O)Nc2nccs2)cc1
 : 9% | -3% | . | -1% | -4% | 0% | ? | 8%
Cn1c(=O)c2nc(NCc3ccccc3)cnc2n(C)c1=O
 : 1%[9.22 µM] | 17% | -12%[10 µM] | 1% | 6% | -6% | -12% | ?
Cc1sc(NC(=O)C2CCCCC2)c(C#N)c1-c1ccccc1
 : 18% | -12% | -9% | -5% | -14% | ? | ? | -9%
O=C1C=C(O)c2cccc(O)c2C1=O
 : -2%[9.22 µM] | ? | -4%[10 µM] | -5% | -14% | . | . | 7.9µM*
Cc1cc([N+](=O)[O-])nn1Cc1ccc(C(=O)N/N=C/c2ccccc2)cc1
 : 9% | -12% | 10%[10 µM] | 6% | -22% | -5% | ? | 3%
Cc1cc(C)n(C(=O)CNC(=O)/C=C/c2ccccc2)n1
 : 7%[9.22 µM] | -6% | 10%[10 µM] | 0% | -4% | . | 6% | 12%
COc1cccc(CNC(=O)C2CCCN(S(=O)(=O)c3c(C)n[nH]c3C)C2)c1 (stereo unspecified)
 : -5% | -7% | -12% | 0% | -6% | 3% | -3% | -2%
O=C(c1ccccc1)C(C(=O)N1CCc2ccccc2C1)n1ccccc1=O (stereo unspecified)
 : 3% | 0% | 8%[10 µM] | 8% | -6% | 3% | ? | -4%
CCOc1nc(-c2ccc(C)cc2)ccc1-c1noc(COC)n1
 : ? | -22% | -13% | -6% | -24% | -23% | ? | ?
CCOC(=O)Cc1cc(-c2ccccc2)nc2ccc3ccccc3c12
 : 2% | -9% | -21% | -13% | ? | -17% | ? | ?
CCOc1ccc2c(C)cc(=O)oc2c1OCC
 : 12% | 4% | -18% | 1% | 7% | -19% | ? | ?
S=C(NCCc1c[nH]c2ccccc12)NC1CCCCC1
 : -4% | -8% | 8% | 9% | ? | -64%[inhibitor] | ? | -1%
CCN(CC)CC(O)COc1ccc2c(c1)OCO2 (stereo unspecified)
 : -9% | -6% | 8% | ? | -11% | 5% | 3% | 1%
Cc1ccc(S(=O)(=O)NC(=O)COc2ccccc2C)cc1
 : 14% | -9% | -14%[1.9 µM] | 0% | 3% | -18% | 12% | 3%
CN(C)CCCSC(=N)N
 : . | 9%&-11% | 29% | 2%&-12% | 3%&-6% | -1% | 0% | 8%
CS(=O)(=O)N1CCN(C(=O)C2c3ccccc3Oc3ccccc32)CC1
 : -4% | -9% | -3%[10 µM] | 10% | 0% | -6% | -5% | 2%
CNc1nc(-c2ccc3c(c2)CCN3C(=O)c2cccc(F)c2)cs1
 : -40%[9.22 µM] | ? | -20%[10 µM] | 18% | ? | . | . | -2%
COc1ccccc1CNC(=O)COc1ccccc1OC
 : 2% | -4% | -16% | 2% | -4% | -6% | 2% | 14%
O=C(NCC(c1ccco1)N1CCCC1)c1ccc(Cl)cc1 (stereo unspecified)
 : 7% | 3% | 0% | -9% | -5% | -23% | -2% | -2%
Cc1ccc(NC(=O)CSc2ncc(S(=O)(=O)c3ccccc3)c(=O)[nH]2)cc1C
 : -18% | 2% | 5%[10 µM] | 5% | 2% | -12% | 6% | ?
Cc1ccc(-c2cc(-c3n[nH]c(=S)o3)c3ccccc3n2)cc1
 : 3% | 9% | -31%[10 µM] | 1% | 4% | -63%[inhibitor] | ? | 6%

Below each compound – HttQ103 aggreg | Tau fibril ThT | HTT cytoprotect | Tau fibril FP | Tau fluor counter | SMN2 splice enh | ALDH1A1 inh | JMJD2E inh
CCN1C(=O)CC(N2CCC(Nc3ccc(OC)cc3)CC2)C1=O (stereo unspecified)
 : -13% | -3% | -4% | 3% | -2% | 18% | ? | -4%
Cc1nc2ccccc2n1CCc1nc2c3ccccc3nc(SCC(=O)NCc3ccco3)n2n1
 : 13% | ? | -62% | -13% | -24% | -16% | 5% | -18%
CCOc1cccc(-c2nnc3sc(COc4ccc(C)cc4)nn23)c1
 : 6% | -11% | -16% | 0% | -2% | . | -2% | -3%
CCN(CC)S(=O)(=O)c1ccc(N2CCOCC2)c(NC(=O)COc2ccccc2)c1
 : -4% | -9% | -19% | 8% | -14% | -57%[inhibitor] | 0.22µM* | ?
COc1cc(N/C(N)=N/c2nc(C)cc(C)n2)c(OC)cc1Cl
 : 16%[9.22 µM] | -7% | 30%[10 µM] | -3% | -4% | . | 12% | -10%
COc1ccc(-n2c(=O)c3ccccc3c3ccccc3c2=O)cc1
 : -8% | ? | 11%[10 µM] | 13% | -2% | 5% | -8% | 2%
Cc1ccc(S(=O)(=O)N(C)c2ccc(C(=O)O)cc2)cc1
 : 10% | -7% | -15%[10 µM] | 0% | 4% | -10% | 15% | 4%
COc1ccc(C(=O)C2CCCN(Cc3cn(C)nc3-c3ccccc3)C2)cc1F (stereo unspecified)
 : 2%[9.22 µM] | -7% | 10%[10 µM] | 3% | -16% | . | -5% | 2%
CCCC(C)C(=O)Nc1ccc(C(N)=O)cc1 (stereo unspecified)
 : 3% | -5% | -2%[10 µM] | -5% | 3% | 17% | 14% | -27%
COc1ccc(NC(=O)C(C)n2nc(-c3cc(C)ccc3C)c3c(c2=O)CCCC3)cc1 (stereo unspecified)
 : . | -4% | . | 1% | -7% | 2% | . | .
O=C(O)c1cc2n(n1)C(C(F)(F)F)CC(C1CC1)N2 (stereo unspecified)
 : -18%[9.22 µM] | . | 3%[10 µM] | 9% | -8% | . | . | 1%
COc1ccc(OC)c(NC(=O)c2nc(SCc3ccccc3F)ncc2Cl)c1
 : . | -7% | . | ? | -19% | 6% | . | .
O=C(COC(=O)CCSc1ccc(Cl)cc1)NCc1ccco1
 : 5% | ? | -24% | -4% | -15% | 5% | ? | -6%
CCc1nnc(NC(=O)CSc2nnc(-c3c[nH]c4ccccc34)n2CC)s1
 : 3% | -11% | -1%[0.074 µM] | -1% | -9% | . | 1% | -11%
COc1ccc(CC(=O)Nc2nc3ccccc3s2)cc1S(=O)(=O)N1CCOCC1
 : -17% | -4% | 17%[10 µM] | -10% | -27% | -15% | 13% | 6%
CCCCN(C)c1nc(-c2ccco2)c2c(c1C#N)CC(C)(C)OC2
 : 17% | ? | 3% | -7% | -7% | 4% | ? | ?
CCOC(=O)c1c(C)[nH]c(C)c1C(=O)COC(=O)/C=C/c1cccc(C(F)(F)F)c1
 : 9% | -14% | . | ? | ? | 4% | -5% | -16%
O=C(NCc1ccc2c(c1)OCO2)c1cnc2ccccn2c1=O
 : 4% | 2% | 1%[10 µM] | 3% | -5% | -34%[inhibitor] | 5% | 3%
O=C(NNS(=O)(=O)c1ccc(Br)cc1)c1cccs1
 : -8%[9.22 µM] | 0% | -3%[10 µM] | -4% | -1% | . | -2% | 13%
COc1cc(/C=C(/C#N)c2ccc(C)cc2)ccc1Oc1ccc([N+](=O)[O-])cn1
 : ? | -18% | 11%[10 µM] | -2% | ? | -67%[inhibitor] | 0% | 5%
CC(C)(O)[C@@H]1Cc2c(ccc3ccc(=O)oc23)O1
 : 0% | -3% | . | -3% | -6% | -7% | ? | ?
Cc1ccc2c(=O)cc(C(=O)Nc3c(C)cccc3C)oc2c1
 : . | ? | . | -13% | -15% | -29% | . | .
O=C(/C=C/c1ccco1)N(Cc1cccc(Cl)c1)C1CCS(=O)(=O)C1 (stereo unspecified)
 : ? | ? | 21%[10 µM] | ? | -19% | . | . | -25%
COc1cc(C(=O)O)cc(NC(=O)c2cccs2)c1OC
 : 11% | 3% | -19%[10 µM] | -2% | -5% | . | 5% | -3%
COc1ccc(OC)c(NC(=O)C(CCSC)NS(=O)(=O)c2cccs2)c1 (stereo unspecified)
 : . | -7% | . | 0% | -19% | 13% | . | .
COC(=O)c1ccc(CSc2nnc(NC(=O)C3CC(=O)N(Cc4ccc(C)cc4)C3)s2)cc1 (stereo unspecified)
 : -14% | -3% | 12%[10 µM] | 8% | -1% | -32%[inhibitor] | 10% | -1%
Oc1ccc(Br)cc1/C=N/N1CCCCC1
 : ? | ? | -46%[inhibitor][10 µM] | 5% | -24% | 17%[1.84 µM] | -14% | 0%
CN1CCN(C(=O)C2=C[C@H](c3ccc4c(c3)OCO4)C[C@H](OCc3ccc(CO)cc3)O2)CC1
 : -4%[9.22 µM] | 5% | 12%[10 µM] | -3% | 2% | . | -3% | -10%
Cc1nc2cc(C(F)(F)F)ccc2n1C1CCN(CC(=O)N2CCOCC2)CC1
 : -8% | -14% | -2% | -3% | -9% | 5% | 7% | 3%
O=C(CSc1nc2nc[nH]c2c(=O)[nH]1)NC1CCCCC1
 : 8% | -16% | 19%[10 µM] | -4% | -12% | -3% | 0% | -4%
O/N=C/c1ccc2ccccc2n1
 : -14%[9.22 µM] | . | 13%[10 µM] | -2% | -13% | . | . | -5%
NC(=O)CN(c1ccc(Cl)cc1)S(=O)(=O)c1ccccc1
 : 16% | 2% | -2%[10 µM] | ? | -3% | -16% | 11% | 2%
